Bioassay records: PubChem BioAssay, National Center for Advancing Translational Sciences (NCATS)
Sm TGR block: inhibitors of Schistosoma mansoni thioredoxin glutathione reductase. Q962Y6. purified TGR, DTNB reduction, TNB absorbance 405 nm. Potency, µM (highest dose often 114 µM), inactives show at the highest dose activity change, negative = inhibition, hits mostly inhibitors. 360,000 compounds, 3% hits. AID 485364; also: potency is read from the fitted curve at half-maximal effect; nearly all actives have a fitted effect of over 60% in size
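TGR 20 nM + NADPH 100 uM (dispensed conc.), cpd preinc 15 min RT; start with NADPH (500 uM addition) then DTNB (15 mM addition). Kinetic TNB absorbance, 405 nm filter. Four-parameter Hill fit across titration.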
FBPA Giardia inh: blocks Giardia fructose-bisphosphate aldolase activity; 290,000 compounds, 0.71% hits; purified Giardia FBPA; A8B2U2; Potency, µM (highest dose often 59.6 µM), for the others: at the highest dose activity, negative = inhibition, most hits filed as inhibitors; also: potency is read from the fitted curve at half-maximal effect; nearly all actives have a fitted effect of over 55% in size
Target sequence (A8B2U2 whole entry, looked up): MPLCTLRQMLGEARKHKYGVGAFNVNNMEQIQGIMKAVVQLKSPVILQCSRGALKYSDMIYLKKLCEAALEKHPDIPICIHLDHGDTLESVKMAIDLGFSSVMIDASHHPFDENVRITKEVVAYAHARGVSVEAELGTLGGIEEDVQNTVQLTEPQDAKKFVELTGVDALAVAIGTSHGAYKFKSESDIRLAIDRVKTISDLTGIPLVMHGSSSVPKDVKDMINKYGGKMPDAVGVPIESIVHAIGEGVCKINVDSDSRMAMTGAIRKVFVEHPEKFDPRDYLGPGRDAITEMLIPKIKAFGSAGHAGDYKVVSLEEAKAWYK
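40 nM FBPA preincubated 10 min at RT with compound (up to 57.5 uM final), then substrate plus GAPDH/TPI/NAD/arsenate coupling and diaphorase/resazurin added. Fluorescence read after 20 min at RT, 525/598 nm.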
AmpC inh no detg: inhibitors of E. coli AmpC beta-lactamase without detergent | AmpC nitrocefin hydrolysis, absorbance 480 nm, 0.0001% Triton | Potency, µM (doses to about 57.1 µM), for the others: top-dose activity change, negative = inhibition, actives largely listed as inhibitors | 330,000 compounds, 0.52% hits | P00811;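 also: potency is read from the fitted curve at half-maximal effect; plate controls were no compound for no effect and no enzyme for full effect; nearly all actives have a fitted effect of over 20% in size; some results filed as inactive show a strong effect at the top dose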
Target sequence (P00811 whole entry, looked up): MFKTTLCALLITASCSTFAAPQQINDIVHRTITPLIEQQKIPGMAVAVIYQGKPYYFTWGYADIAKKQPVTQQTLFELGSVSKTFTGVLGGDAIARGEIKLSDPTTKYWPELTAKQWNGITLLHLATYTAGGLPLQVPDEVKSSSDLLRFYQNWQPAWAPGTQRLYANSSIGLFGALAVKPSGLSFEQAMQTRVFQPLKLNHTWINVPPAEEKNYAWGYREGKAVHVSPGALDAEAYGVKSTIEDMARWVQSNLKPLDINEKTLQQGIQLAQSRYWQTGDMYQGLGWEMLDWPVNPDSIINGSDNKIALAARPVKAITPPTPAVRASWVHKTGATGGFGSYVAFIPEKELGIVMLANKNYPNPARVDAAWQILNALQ
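20 mM phosphate pH 7.0 + 0.01% (detergent screen) or 0.0001% Triton X-100; 5.3 nM AmpC reagent; cpd preinc 15 min RT; nitrocefin (800 uM stock) to start; A480 q20 s × 4 min; Activity was normalised to no-enzyme and no-compound control wells.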
AmpC detergent: blocks E. coli AmpC beta-lactamase in detergent assay. 370,000 compounds, 0.041% hits. Potency, µM (top dose mostly 114 µM), without a hit: top-dose activity change, negative = inhibition, actives largely listed as inhibitors. AmpC hydrolysis of nitrocefin, absorbance 480 nm, 0.01% Triton. AID 485294. P00811;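 also: potency is read from the fitted curve at half-maximal effect; 0% = no-compound wells and -100% = no-enzyme wells; nearly all actives have a fitted effect of over 25% in size; some results filed as inactive show a strong effect at the top dose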
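AmpC (5.3 nM in the dispensed reagent) in 20 mM phosphate pH 7.0 with 0.01% (detergent screen) or 0.0001% Triton X-100 was preincubated with compounds for 15 min at room temperature. Nitrocefin was then added from an 800 uM solution, and hydrolysis was followed at 480 nm.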
HCMV antiviral: blocks human cytomegalovirus replication | HFF cells, HCMV-luciferase reporter, 72 h; active compounds read low | activity change, negative = inhibition, % at 57.5 µM | 410,000 compounds, 4.5% hits | AID 1259415; in the data active = activity change below about -60%; inconclusive = no clear call, values can overlap the other calls; inactive = above about -39%
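Steps: HFFs plated, 16 h 37C; compounds added; HCMV-luciferase added to MOI 1 PFU/cell; 72 h 37C; OneGlo reagent, 5 min room temperature; luminescence read, normalized to controls.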
AMA1 RON2 block: inhibitors of Plasmodium falciparum AMA1-RON2 interaction; 360,000 compounds, 0.2% hits; AID 720542; Potency, µM (top dose mostly 58.2 µM), for inactives: at the top dose activity change, negative = inhibition, usual class: inhibitors; AlphaScreen AMA1-biotinylated RON2 peptide binding;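 also: potency is read from the fitted curve at half-maximal effect; 0% = vehicle wells and -100% = peptide control; nearly all actives have a fitted effect of over 45% in size; some results filed as inactive show a strong effect at the top dose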
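AMA1 (3D7) with his tag at 25 nM final met compounds first, then biotinylated RON2 peptide at 25 nM; detection used donor plus acceptor beads, 10 µg/mL apiece, read by AlphaScreen after 30 min at room temperature.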
An asterisk follows results filed as active; ? = inconclusive; . = no result given; & = joins results of further samples; [ ] = dose if it differs, or a comment. Unless noted, calls follow the shape of the dose curve; as a rule, active = well fitted curve in the direction sought with a large enough effect; inconclusive = small, poorly fitted or top-dose-only effect, or another doubt; inactive = no such curve, though single readings can be large; an effect the other way counts as inactive or inconclusive. Unless noted, % is scaled to controls: 0 for no effect and ±100 for the full control effect.

Molecule	Sm TGR block	FBPA Giardia inh	AmpC inh no detg	AmpC detergent	HCMV antiviral	AMA1 RON2 block
COc1ccc(C(=O)NN2C(=O)C3C(c4ccccc4)C=CC(c4ccccc4)C3C2=O)cc1 (stereo unspecified)	0.3%	6.4%	-18.6%	-0.7%	-63.0*	-10.8%[11.6 µM]
Cc1ccccc1-c1ccc(C=Nc2c(C)n(C)n(-c3ccccc3)c2=O)o1	7.5%	1.2%	20.8%	-3.2%	52.3	?
O=Cc1cn(CC(=O)Nc2ccc(F)cc2)c2ccccc12	-4.9%	-1.2%	-35.7%	?	-31.6	-10.4%
c1ccc2c(c1)Sc1ccccc1-n1cnnc1-2	-21.3%	-14.7%	-10.8%	-13.7%	-11.1	10.7%
COc1ccc(S(=O)(=O)N2CCOCC2)cc1NC(=O)CSc1nnc(C2CC2)n1C1CC1	-4.3%	.	35.2%	-13.9%	-18.2	-6.5%
COc1ccc(-c2[nH]ncc2C(=O)NCc2ccccc2C)cc1	0.3%	.	.	1.6%	?	.
S=c1[nH]nc(CCSCc2ccccc2)n1-c1ccccc1	-4.8%	4.8%	-38.5%	3.9%	-24.9	68.7%[activator]
NNc1nc2ccc(Cl)cc2s1	5.7%	-17.1%	-19.7%	4.2%	10.3	20.0%

Reformatted with two lines to a compound: part of the list above.
Sequence of screens – Sm TGR block, FBPA Giardia inh, AmpC inh no detg, AmpC detergent, HCMV antiviral, AMA1 RON2 block
COc1ccc(S(=O)(=O)N2CCOCC2)cc1NC(=O)CSc1nnc(C2CC2)n1C1CC1
  -4.3%, ., 35.2%, -13.9%, -18.2, -6.5%
COc1ccc(-c2[nH]ncc2C(=O)NCc2ccccc2C)cc1
  0.3%, ., ., 1.6%, ?, .

Additional structures
Molecule	Sm TGR block	FBPA Giardia inh	AmpC inh no detg	AmpC detergent	HCMV antiviral	AMA1 RON2 block
COc1ccc(NC(=O)c2cccc(S(=O)(=O)N3CCN(c4ccccc4)CC3)c2)c(OC)c1	-9.3%	.	-9.9%	-0.5%	-28.2	-29.9%
COc1cc(/C=C(\C#N)c2ccccn2)ccc1OCc1ccccc1	-8.5%	-12.4%	0.8%	-14.8%	-27.3	7.8%
COc1ccc(-n2c(C)c(C(C)=O)c(C(C)=O)c2C)cc1	1.7%	6.2%	-13.7%	1.5%	-24.3	10.0%
O=C(Cc1ccccc1)N[C@@H](Cc1ccccc1)C(=O)O	-1.8%	-0.3%	-22.4%	-6.1%	-6.6	0.3%
Cn1c(N)c(C(=O)COC(=O)CCc2nc3ccccc3s2)c(=O)n(C)c1=O	11.2%	-6.3%	-9.3%	3.3%	-31.5	-13.3%
CCOC(=O)c1cnc(SCc2nc(N)nc(Nc3ccccc3OC)n2)nc1N	-19.9%	-19.4%	2.0%	-0.7%	55.7	.
Clc1ccc(OCCCCCN2CCCC2)c(Br)c1	0.8%	-24.1%	3.8%	-4.1%	?	-2.9%
COc1ccc(-c2nn(-c3ccccc3)cc2N)cc1	-0.2%	-2.5%	-27.4%	-5.1%	-10.5	-16.3%

More compounds:
Molecule	Sm TGR block	FBPA Giardia inh	AmpC inh no detg	AmpC detergent	HCMV antiviral	AMA1 RON2 block
NNC(=O)c1nc[nH]c1C(=O)Nc1ccccn1	10.4%	-0.2%	-30.2%	-1.2%	-7.6	?
COc1ccc(-c2csc(-c3ccccc3)n2)c(OC)c1	6.1%	-0.3%	-25.0%	2.0%	128.2	18.5%
COc1ccccc1CNC(=O)Cc1ccc(C)cc1	-0.6%	2.8%	-15.3%	-6.1%	-11.8	10.3%
Nc1nc2sc3c(c2c(=O)s1)CCCC3	1.4%	-3.8%	-43.9%	?	-3.1	-4.6%
C/C(=N\NC(=O)COc1ccc(C#N)cc1)c1ccc(N2CCOCC2)cc1	-2.3%	8.2%	-10.3%	-0.5%	-35.0	98.1%[activator]
CC1CC1C(=O)Nc1nc(-c2ccccn2)cs1 (stereo unspecified)	4.1%	11.3%	-15.5%	2.6%	3.5	22.1%
C#CC1(O)CC(C)N(C)C(C)C1 (stereo unspecified)	1.4%	-10.9%	-18.0%	?	14.5	1.3%
CCOc1ccc(-c2cc(C(=O)NCc3ccc(OCC)c(OC)c3)[nH]n2)cc1	8.6%	.	.	7.5%	-4.8	.

Rewritten with two lines to a compound: entries from further up
Each structure is followed by: Sm TGR block, FBPA Giardia inh, AmpC inh no detg, AmpC detergent, HCMV antiviral, AMA1 RON2 block
> COc1ccc(-n2c(C)c(C(C)=O)c(C(C)=O)c2C)cc1
 : 1.7%, 6.2%, -13.7%, 1.5%, -24.3, 10.0%
> Nc1nc2sc3c(c2c(=O)s1)CCCC3
 : 1.4%, -3.8%, -43.9%, ?, -3.1, -4.6%
> COc1ccccc1CNC(=O)Cc1ccc(C)cc1
 : -0.6%, 2.8%, -15.3%, -6.1%, -11.8, 10.3%
> Cn1c(N)c(C(=O)COC(=O)CCc2nc3ccccc3s2)c(=O)n(C)c1=O
 : 11.2%, -6.3%, -9.3%, 3.3%, -31.5, -13.3%
> COc1ccc(S(=O)(=O)N2CCOCC2)cc1NC(=O)CSc1nnc(C2CC2)n1C1CC1
 : -4.3%, ., 35.2%, -13.9%, -18.2, -6.5%
> CC1CC1C(=O)Nc1nc(-c2ccccn2)cs1 (stereo unspecified)
 : 4.1%, 11.3%, -15.5%, 2.6%, 3.5, 22.1%
> COc1cc(/C=C(\C#N)c2ccccn2)ccc1OCc1ccccc1
 : -8.5%, -12.4%, 0.8%, -14.8%, -27.3, 7.8%

Going on with the list:
Molecule	Sm TGR block	FBPA Giardia inh	AmpC inh no detg	AmpC detergent	HCMV antiviral	AMA1 RON2 block
CC1CCN(c2ccc(NC(=O)c3cccnc3Cl)cc2)CC1	12.4%	-0.1%	114.8%[activator]	1.3%	-33.0	-2.9%
Cc1ccc(N(CC(=O)N2CCOCC2)S(C)(=O)=O)cc1C	0.1%	4.4%	-17.0%	0.6%	26.6	1.4%
CCOC(=O)C1(CCSC)NC(c2ccco2)C2C(=O)N(C)C(=O)C21 (stereo unspecified)	-12.0%	1.1%	-23.1%	?	29.9	4.1%
COc1ccc(OCCn2cnc3ccccc32)cc1	0.0%	-3.5%	-8.2%	-10.5%	10.7	-10.7%
CC(C)CN(CCCNC(=O)c1cc(-c2ccc(Br)s2)nc2ccccc12)CC(C)C	2.0%	.	.	6.5%	-0.9	.
Cc1cccc(C)c1Nc1c(-c2ccccn2)nc2c(C)cccn12	-7.8%	.	.	6.0%	-68.8*	.
CCn1c(=NC(=O)CSC(C)=O)sc2cc(F)ccc21	0.4%	2.1%	.	-8.2%	?	-5.9%
C(=N\Nc1nc(N2CCOCC2)nc(N2CCOCC2)n1)/c1ccncc1	7.1%	2.2%	-6.7%	?	8.3	-1.9%

Further entries follow:
Molecule	Sm TGR block	FBPA Giardia inh	AmpC inh no detg	AmpC detergent	HCMV antiviral	AMA1 RON2 block
Cc1ccc(S(=O)(=O)N(C)CC(=O)Nc2cccnc2)cc1	-0.7%	3.0%	-16.1%	?	-20.6	7.7%
c1ccc(-c2cc(-c3ccc(N4CCOCC4)cc3)nc3ccccc23)cc1	-0.7%	-5.1%	76.6%[activator]	?	13.2	7.5%
Cc1ccc2[nH]c(=O)c(CC=C(Cl)Cl)c(C)c2c1	7.4%	4.0%	-7.2%	-7.2%	-11.6	25.1%
COc1cccc(/C=C2/C(=O)NN(c3ccc(F)cc3)C2=O)c1	?	-12.7%	-21.9%	-1.5%	-33.6	-8.8%
CSc1nc2c(c(=O)n1-c1ccccc1)SCC2	-3.3%	0.7%	-16.1%	-3.0%	-25.1	-9.1%
O=C(NCCC(=O)N1CCC2(CC1)NCCc1[nH]cnc12)c1cccc(C(F)(F)F)c1	0.6%	.	-3.5%	2.5%	?	-12.0%
N#Cc1cnc(NOCc2ccc(Cl)cc2)nc1	-0.3%	-0.9%	-15.2%	-14.8%	-35.5	2.0%
O=C(O)c1cc2nc(-c3cccs3)cc(C(F)(F)F)n2n1	?	-26.3%	-20.6%	0.8%	14.6	-4.6%

(more compounds)
Molecule	Sm TGR block	FBPA Giardia inh	AmpC inh no detg	AmpC detergent	HCMV antiviral	AMA1 RON2 block
Cc1occc1C(=O)NC(C)CCc1ccccc1 (stereo unspecified)	-14.5%	5.8%	-25.9%	-5.3%	11.4	-5.0%
COc1cccc(/C=N/NC(=O)c2cnccn2)c1OC	27.7%	-1.6%	-12.5%	-12.0%	5.4	47.0%[activator]
O=C(Nc1ccc(-c2nnc(-c3ccccc3)o2)cc1)C1CCCO1 (stereo unspecified)	-2.7%	5.8%	.	3.6%	147.6	4.6%
CC(C)C1C(C#N)=C(N)Oc2n[nH]c(C(C)(C)C)c21 (stereo unspecified)	-0.6%	3.6%	-6.2%	-5.8%	?	18.4%
Cc1ccc(OCCC(=O)NNC(=O)c2ccccc2F)cc1	-0.5%	.	-16.4%	-5.0%	-6.6	117.4%[activator]
Nc1ccccc1C(=O)N1CCc2ccccc21	0.4%	5.6%	-0.8%	-3.5%	137.6	-2.1%
Cc1c(C(=O)Nc2ccccc2F)sc2ncn(CC(=O)N3CCOCC3)c(=O)c12	0.2%	-6.0%	0.7%	-6.0%	-13.4	-2.2%
COc1ccc(OCc2cc(C(=O)N3CCC(c4ccccc4)CC3)no2)c(Cl)c1	2.7%	.	-11.9%	-2.4%	25.2	-27.8%

Other compounds follow:
Molecule	Sm TGR block	FBPA Giardia inh	AmpC inh no detg	AmpC detergent	HCMV antiviral	AMA1 RON2 block
O=C(NCCCN1CCOCC1)c1ccc(Sc2ccc(F)cc2)c([N+](=O)[O-])c1	-14.9%	10.5%	64.3%[activator]	-1.8%	21.5	-7.4%
COc1cccc(CNC(=O)Cc2c(C)c3c(cc(C)c4c(C)c(C)oc43)oc2=O)c1	4.4%	.	.	19.2%	20.8	.
CCC1CN(C(=O)N2CCC(C(=O)NCc3cccc(OC)c3OC)CC2)c2cc(C)ccc2O1 (stereo unspecified)	3.0%&9.8%	.	155.8%[activator]	-4.4%&16.6%	70.4&70.0	-4.6%
CC(=O)NC(Cc1ccc(C)cc1)C(=O)NC1CCN(C(=O)NCc2ccccc2)CC1 (stereo unspecified)	-1.2%	1.9%	20.3%	-9.9%	9.0	8.8%
COc1ccccc1-c1nc2ccccc2c(=O)n1O	-7.8%	5.3%	2.6%	-3.2%	5.1	-6.9%
CC1CCN(CCCNC(=O)C2CCC(CNS(=O)(=O)c3ccccc3)CC2)CC1 (stereo unspecified)	-9.8%	.	8.1%	2.1%	?	24.5%
CC1=CC(=O)C(C(C)C)=CC1=NC(=O)c1ccc(C)cc1	3.16µM*	-18.1%	-14.7%	-7.7%	40.6	-3.4%
Cc1cc(S(=O)(=O)NCCN2CCOCC2)ccc1Cl	-13.3%	2.3%	-2.9%	-11.4%	-5.1	-4.8%
